SW480 rerep: A quantitative high throughput screen for small molecules that induce DNA re-replication in SW480 colon adenocarcinoma cells. SW480 DNA re-replication, Hoechst DNA content imaging, 48 h. Potency, µM (titrated, usually from 46.1 µM), without a hit: top-dose re-replication activation, usual class: activators. hit rate 1.8% among 340,000. AID 624297, 2012; further: potency means the concentration at half of the fitted maximal effect; % of control where 0% means no effect; nearly all actives have a fitted effect of over 55% in size
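Cells (250 per well) received 23 nL compound or DMSO by pin tool and were kept 48 hr at 37 C, 5% CO2. Nuclei were then stained with Hoechst for 40 min and scanned for DNA content.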
HT1080NT lethal: qHTS for induction of synthetic lethality in tumor cells producing 2HG: qHTS for the HT-1080-NT fibrosarcoma cell line; AID 686970, 2013; HT-1080-NT fibrosarcoma viability, CellTiter-Glo ATP luminescence, 48 h; hit rate 1.6% among 360,000; Potency, µM (titrated, usually from 46.1 µM), without a hit: top-dose activity, negative = less viability, actives largely listed as cytotoxic;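 further: NT is the 2HG producing partner of a matched IDH1 knockdown line; potency means the concentration at half of the fitted maximal effect; 0% = DMSO-treated cells and -100% = media-only wells without cells; nearly all actives have a fitted effect of over 55% in size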
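750 cells/well, RPMI + 5% FBS; 2 h settle, compound pin-transfer, 48 h at 37 degrees C. CellTiter-Glo 10 min RT, luminescence. Normalized to DMSO and media-only wells.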
MCF10A rerep: A quantitative high throughput screen for small molecules that induce DNA re-replication in MCF 10a normal breast cells | Potency, µM (doses to about 46.1 µM), for the others: at the top dose activity, positive = re-replication, usual class: activators | hit rate 2.9% among 350,000 | MCF 10A DNA re-replication, Hoechst nuclear intensity, 48 h; further: potency means the concentration at half of the fitted maximal effect; % of control where 0% means no effect; nearly all actives have a fitted effect of over 50% in size
S2 tox: Viability Counterscreen for Primary qHTS for Inhibitors of ATXN expression; AID 651635, 2014; Potency, µM (doses to about 56.7 µM), usual class: cytotoxic; S2 cells (HEK-293 line with an ATXN2-luciferase reporter) viability, CellTiter-Fluor protease fluorescence, 24 h; hit rate 0.49% among 400,000; further: potency means the concentration at half of the fitted maximal effect; nearly all actives have a fitted effect of over 40% in size
HT1080 IDH1KD tx: qHTS for induction of synthetic lethality in tumor cells producing 2HG: qHTS for the HT-1080-IDH1KD cell line; HT-1080 IDH1 knockdown viability, ATP luminescence, 48 h; Potency, µM (highest dose often 46.1 µM), for inactives: top-dose activity, negative = toxicity, usual class: cytotoxic; hit rate 2% among 360,000; AID 686971, 2013;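 further: potency means the concentration at half of the fitted maximal effect; 0% = DMSO wells and -100% = cell-free medium wells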
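Luminescent ATP read-out (CellTiter-Glo, 10 min at room temperature) after 48 h compound exposure at 37 °C gave viability of IDH1-knockdown HT-1080 cells. Activity was normalised to DMSO and cell-free wells, then fitted as concentration-response curves.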
IL1B secr inh: qHTS for Inhibitors of Inflammasome Signaling: IL-1-beta AlphaLISA Primary Screen; THP-1 LPS/ATP IL-1B secretion, AlphaLISA, 16 h; hits give low values; activity change, % at 57.5 µM; hit rate 4.7% among 360,000; AID 743279, 2014; in the data active means activity change below about -50%; inconclusive means mostly about -30% to -49%; further: on the % scale 0 is the no-effect control and ±100 the full control effect
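THP-1 cells pretreated 1 hr with compounds (up to 57.5 uM final), then stimulated with LPS (250 ng/mL final) plus ATP (1.25 mM final); secreted IL-1B measured by AlphaLISA after 16 hr, decreased signal indicating inhibition.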
ATXN2 expr inh: Primary qHTS for Inhibitors of ATXN expression. HEK-293 ATXN2-luciferase reporter, luminescence, 24 h. Potency, µM (series often up to 57 µM), without a hit: top-dose activity change, negative = inhibition, actives largely listed as inhibitors. hit rate 0.72% among 360,000; further: potency means the concentration at half of the fitted maximal effect; on the % scale 0 is the no-effect control and ±100 the full control effect; nearly all actives have a fitted effect of over 55% in size
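qHTS (up to 57 uM final) was run with 24 h compound exposure of reporter cells at 37 °C. Each well was multiplexed: SteadyGlo luminescence measured ATXN2-luciferase expression after a fluorogenic Gly-Phe-AFC viability readout (25 uM final).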
KB-V1 MDR tox: qHTS assay for MDR1-selective chemotherapeutics: Primary screen using the drug-selected MDR subline cells KB-V1 | KB-V1 MDR cells viability, CellTiter-Glo, 72 h | Potency, µM (top dose mostly 46.1 µM), for inactives: at the top dose activity change, negative = cytotoxicity, most hits filed as cytotoxic | hit rate 3.4% among 400,000; further: potency means the concentration at half of the fitted maximal effect; on the % scale 0 is the no-effect control and ±100 the full control effect; nearly all actives have a fitted effect of over 60% in size
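Following 72 h at 37 degrees C with compound, KB-V1 cell viability was read by CellTiter-Glo luminescence, medium being phenol-red-free DMEM plus 10% FBS; concentration-response parameters came from normalized, curve-fitted qHTS data.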
KB-3-1 tox: qHTS assay for MDR1-selective chemotherapeutics: Primary screen using the parental adenocarcinoma cell KB-3-1; KB-3-1 viability, CellTiter-Glo ATP luminescence, 72 h; Potency, µM (top dose mostly 46.1 µM), inactives show at the highest dose activity change, negative = cytotoxic, most hits filed as cytotoxic; hit rate 1.4% among 400,000; further: potency means the concentration at half of the fitted maximal effect; on the % scale 0 is the no-effect control and ±100 the full control effect; nearly all actives have a fitted effect of over 60% in size
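Screening of KB-3-1 cells (DMEM, 10% FBS, phenol-red free) ran from lowest to highest compound concentration; after 72 h at 37 °C viability was read luminescently and curves fitted.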
* marks the source's active call; other numbers are inactive results; i = inactive; ? = inconclusive; . = no result given; [ ] = dose if it differs, or a comment. Unless noted, the call rests on the fitted dose curve; in most records, active means well fitted curve in the direction sought with a large enough effect; inconclusive means small, poorly fitted or top-dose-only effect, or another doubt; inactive means no such curve, though single readings can be large; an effect the other way counts as inactive or inconclusive.

SMILES	SW480 rerep	HT1080NT lethal	MCF10A rerep	S2 tox	HT1080 IDH1KD tx	IL1B secr inh	ATXN2 expr inh	KB-V1 MDR tox	KB-3-1 tox
CCOC(=O)c1nnc(-c2ccccc2)nc1NC	-3%	15%	2%	i	18%	19	4%	-8%	-6%
O=C(COC(=O)c1cncc(Br)c1)NCCC1=CCCCC1	-5%[9.22 µM]	8%	11%	i	13%	4	6%	9%	5%
CN(C1CCCCC1)S(=O)(=O)c1ccc(SCC(N)=O)nc1	.	-6%	.	i	-2%	?	.	-11%	-7%
Cc1ccc2nc(Nc3nc(C)cc(-c4ccccc4)n3)[nH]c(=O)c2c1	-20%	-3%	-7%	?	18%	-2	-20%	?	-20%
Cc1cc(C[n+]2cc(Br)ccc2N)c2ncccc2c1	8%	-7%	8%	i	?	-62*	?	3%	-26%
Nc1nnc(-c2cc3ccccc3oc2=O)s1	2%	-10%	1%	.	-3%	-13	20%	-4%	0%
Cn1c(=O)[nH]c(=O)c2c1nc(N1CCNCC1)n2CCOc1ccccc1	2%	1%	2%	?	11%	7	-20%	0%	3%
Cc1ccnc(NS(=O)(=O)c2ccc(NC(=O)C3CCCO3)cc2)n1 (configuration not stated)	-5%	-5%	18%	i	-3%	6	0%	-7%	7%
O=C(NCc1ccccc1)C1CNCC(C(=O)NCc2ccccc2)C1 (configuration not stated)	.	6%	.	i	8%	-14	.	19%	27%
Cc1ccc(NC(=O)CN2C(=O)CC(C)Sc3ccccc32)c(C)c1 (configuration not stated)	.	.	.	i	.	.	-2%	?	-7%
CCCc1cc(=O)[nH]c(SCC(=O)NCCC2=CCCCC2)n1	-3%	-2%	?	i	-1%	62	-1%	-1%	-11%
COCCCNC(=O)CCc1c(C)nc2c(-c3ccc(F)cc3)c(C)nn2c1C	-11%	0%	3%	i	0%	?	.	?	0%
COc1ccc(-c2cnc(OC(C)(C)C)nc2OC(C)(C)C)cc1OC	1%	-8%	?	i	-28%	25	-7%	?	?
O=C(CSc1nnnn1C1CCCC1)Nc1ccccc1N1CCOCC1	-40%[inhibitor]	5%	?	i	-4%	-7	.	?	-10%
COc1ccc(N2C[C@H](C)[C@@H](CC(=O)Nc3ccc(Br)cc3)C2=O)cc1	.	1%	.	i	12%	11	-4%	-8%	24%
CSc1nnc(C)c(=O)[nH]1	-8%	14%	6%	i	-4%	9	-3%	-16%	2%
O=S(=O)(/N=C(/Nc1ccc(F)cc1F)c1ccccc1)c1ccccc1	1%	1%	0%	i	10%	9	-4%	1%	4%
COc1ccccc1/C=N/NC(=O)c1nnn(-c2nonc2N)c1CSC1=NCCS1	3%	4%	-1%	i	-5%	7	5%	-11%	-6%
COc1cc2c(cc1OC)C1=C(C#N)CCC(=NC(=O)c3ccc(Cl)cc3)N1CC2	-2%	-8%	-5%	i	-10%	-15	2%	?	0%
CCn1c(Oc2ccc(F)cc2)nc2c1c(=O)n(C)c(=O)n2C	-3%	2%	4%	i	3%	3	3%	10%	18%
O=S(=O)(NCc1ccc(F)cc1)c1ccc(-n2cnnn2)cc1	?	-6%	15%	i	-1%	-1	.	-1%	2%
CC1CC(C)(C)NC(=S)N1CCCC(=O)Nc1ccccc1F (configuration not stated)	-2%	0%	-5%	i	8%	8	-5%	-22%	-20%
C[C@H](CO)N1C[C@H](C)[C@@H](CN(C)CC2CCCCC2)Oc2c(NS(=O)(=O)c3cccs3)cccc2C1=O	-2%	15%	6%	i	9%	7	11%	?	22%
CCOc1ccc(CCNC(=O)C2=C(C)C(=O)OC23CCC(C)CC3)cc1OCC (configuration not stated)	-11%	-3%	-5%	i	-4%	24	-3%	-23%	11%
COc1cccc(NC(=O)Nc2ccc3c(c2)OCO3)c1	-15%	0%	-1%	i	0%	-25	33%[activator]	-7%	3%
COc1ccc(CNC(=O)C2(CC3CC(c4ccccc4)=NO3)CCN(C(=O)CCCCCBr)CC2)cc1 (configuration not stated)	29%	-6%	?	i	-4%	-9	-11%	9%	-22%
O=c1c2sccc2nc(SCc2cc(=O)n3cc(Cl)ccc3n2)n1Cc1ccccn1	-5%	14%	2%	.	3%	-21	4%	-27%	-3%
COc1cccc(OCC(=O)NC2CC(=O)N(c3ccc4c(c3)OCCO4)C2)c1 (configuration not stated)	.	.	.	i	.	.	4%	-7%	1%
Cc1nn(CC(=O)OC(C)C(=O)Nc2ccccc2[N+](=O)[O-])c(C)c1[N+](=O)[O-] (configuration not stated)	-1%	7%	-6%	i	7%	22	1%	14%	11%
COc1cc(C2c3c(oc4ccc(C)cc4c3=O)C(=O)N2Cc2ccccc2)ccc1O (configuration not stated)	.	.	.	i	.	.	0%	14%	-4%
CCOC(=O)C1CCCN(c2c(NCCc3ccccc3)c(=O)c2=O)C1 (configuration not stated)	-17%	4%	2%	i	3%	-11	1%	5%	0%
COc1ccc(CC(NC(C)=O)C(=O)NC2CCN(C(=O)Nc3ccc(Cl)cc3)CC2)cc1OC (configuration not stated)	2%	-5%	2%	i	1%	8	-2%	22%	-2%
O=C(COc1ccc(Br)cc1Cl)Nn1cnnc1	-3%	-6%	2%	i	25%	-17	-20%	13%	4%
O=C(NCCCN1CCN(c2ccc(F)cc2)CC1)c1cnn(-c2ccc(F)cc2)c1-n1cccc1	.	.	.	?	.	.	?	18µM*	?
CC(NC(=S)N1CCOCC1)c1ccccc1 (configuration not stated)	0%	6%	3%	.	3%	-9	-13%	22%	2%
CC1CN(S(=O)(=O)c2cc(C(=O)NCc3ccncc3)ccc2Cl)CC(C)O1 (configuration not stated)	-4%	-1%	6%	i	0%	7	-3%	-30%	-12%

3 entries from above, ordered by molar mass, rising.
SMILES	SW480 rerep	HT1080NT lethal	MCF10A rerep	S2 tox	HT1080 IDH1KD tx	IL1B secr inh	ATXN2 expr inh	KB-V1 MDR tox	KB-3-1 tox
CCCc1cc(=O)[nH]c(SCC(=O)NCCC2=CCCCC2)n1	-3%	-2%	?	i	-1%	62	-1%	-1%	-11%
Cn1c(=O)[nH]c(=O)c2c1nc(N1CCNCC1)n2CCOc1ccccc1	2%	1%	2%	?	11%	7	-20%	0%	3%
COc1cc2c(cc1OC)C1=C(C#N)CCC(=NC(=O)c3ccc(Cl)cc3)N1CC2	-2%	-8%	-5%	i	-10%	-15	2%	?	0%

Structures listed above shown as hits in IL1B secr inh:
SMILES	SW480 rerep	IL1B secr inh
Cc1cc(C[n+]2cc(Br)ccc2N)c2ncccc2c1	8%	-62*

Remaining list, next part
SMILES	SW480 rerep	HT1080NT lethal	MCF10A rerep	S2 tox	HT1080 IDH1KD tx	IL1B secr inh	ATXN2 expr inh	KB-V1 MDR tox	KB-3-1 tox
O=C(CN1C(=O)c2cccc3cccc(c23)C1=O)N1CCN(Cc2ccc3c(c2)OCO3)CC1	4%	-3%	?	i	2%	-6	?	-13%	17%
Cc1ccc(C(=O)N2CCN(c3cc(=O)[nH]nc3-c3ccccc3)CC2)cc1	-7%	6%	9%	i	9%	-10	100%[activator]	16%	0%
O=C(COCc1cc(-c2ccc3c(c2)OCO3)on1)N1CCN(c2ccc(F)cc2)CC1	-3%	-3%	?	i	-2%	-10	-16%	-12%	0%
CCC(C)(C)NC(=O)CN(C(=O)c1snc(C(N)=O)c1N)c1ccc2c(c1)OCCO2	0%	-2%	?	i	4%[9.24 µM]	-13	3%	-10%	-9%
COC(=O)C(O)(CC(=O)Nc1cc(OC)c(OC)c(OC)c1)C(F)(F)F (configuration not stated)	-3%	9%	0%	i	18%	0	-23%	0%	-3%
S=C(NCCN1CCOCC1)Nc1ccc(Cl)c(Cl)c1	1%	2%	5%	i	2%	-8	-2%	0%	7%
O=C1NC[C@@H](CCCCN2CCN(CCc3ccc(O)cc3)C(=O)C2=O)N(CCC2CCCCC2)C1=O	.	10%	.	i	7%	-17	7%	15%	8%
CCOc1cccc(C(=O)Nc2cccc(-c3nc4ncccc4o3)c2C)c1	1%	-9%	?	i	-5%	-63*	-10%	0%	-8%
Cc1ccnc(NC(=O)C(Cc2ccccc2)NC(=O)c2ccccc2)c1 (configuration not stated)	-4%	-10%	-6%	i	-12%	-30	.	0%	-1%
Cn1nnnc1SCCNCc1ccccc1OCc1ccccc1	?	-3%	9%	i	-8%	-25	-15%	-22%	3%
Cc1nonc1OCCNCc1c(C(=O)N(C)C)nc2ccc(Cl)cn12	-22%	7%	-3%	?	10%	1	-12%	0%	-7%
O=C(O)CNC1=NCCCCC1	0%	?	2%	i	2%[9.24 µM]	12	-2%	6%	13%
CCOc1cccc(NC(=O)C2CC(=O)NC(=Nc3ccccc3)S2)c1 (configuration not stated)	-6%	-10%	8%	i	-3%	5	-6%	0%	-2%
COc1ccc(NC(=O)O/N=C2/CCCc3ccc(OC)cc32)cc1	17%	-9%	?	i	-17%	11	?	-4%	-4%
COC(=O)C(=C/C(C)=C/c1cccnc1)C(=O)OC	?	-25%	8.2µM*	.	-11%	-95*	?	?	?
COC(=O)c1ccc(CNC(=O)Cn2cnc3c(SC)nc(N)nc32)cc1	-10%	-7%	?	i	0%	43	-16%	12%	?
CC(OC(=O)C1=COCCO1)C(=O)Nc1ccccc1C#N (configuration not stated)	1%	0%	-16%	i	3%	38	-12%	-2%	4%
Cc1cc(OCC(=O)OCC(=O)NCCN2C(=O)CSC2=O)ccc1Cl	0%	2%	-6%	i	5%	3	-7%	-1%	19%
O=C1CCCC(O)=C1N=Nc1c(Cl)cc(C(F)(F)F)cc1Cl	-4%	-1%	-1%	i	-1%	.	-18%	3%	6%

Screening results as filed in PubChem BioAssay.
